# HIF-2a block = HIF-2a reporter inhibitors, primary screen, luminescence, 786-0 RCC cells. 786-0 RCC cells HIF-2a reporter, luciferase luminescence, overnight. 0.72% of 360,000 active. AID 624352, 2012. inhibition, % at 18.8 µM;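 active = inhibition of the luminescence signal of 40% or more relative to plate controls, in a single-dose primary screen at 18.75 µM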
# KKLEB tox = cytotoxicity in KKLEB CF airway cells, primary screen, cytotoxicity control for CF NF-kB inhibitor project, cell-based, uHTS, fluorescence assay plates | KKLEB CF airway cells viability, ATPlite luminescence, overnight; hits give low values; cells stimulated with P. aeruginosa culture filtrate | activity change (cytotoxicity), % at 5 µM | 0.36% of 360,000 active | AID 602141, 2011;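 active = corrected activity change at or below -50% at 5 µM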
# Shn3 inh set2 = reduction of Shn3 3'UTR firefly luciferase signal, primary screen, Schnurri-3 inhibitor project, cell-based, Clone20 osteoblasts, set 2; Clone20 osteoblast Shn3 3'UTR firefly luciferase, 24 h; inhibition, % at 12.5 µM; 0.52% of 360,000 active; AID 588674, 2011;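 active = mean inhibition of at least 75% with every replicate also reaching 75%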;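 also: 0% = median of neutral control wells and 100% = pilot-screen positive control compound; some compounds past the cut are filed as inactive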
# CF NFkB inh = inhibitors of PAF-induced NF-kB signaling, primary screen, cell-based, GFP fluorescence, uHTS | 0.86% of 360,000 active | inhibition, % at 5 µM | KKLEB NF-kB-GFP reporter, GFP fluorescence overnight;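 active = at least 50% inhibition at 5 µM, scaled per plate between neutral and stimulator controls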;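 also: PAF is a Pseudomonas aeruginosa culture filtrate used as stimulus; plate controls were PAF-stimulated DMSO wells for no effect and unstimulated DMSO wells for full effect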
# LMP1 NFkB inh = EBV LMP1-driven NF-kappaB luciferase reporter inhibitors, primary screen, cell-based, luminescence, single point | LMP1-induced NF-kappaB luciferase reporter cells | inhibition, % at 12.5 µM | 0.69% of 350,000 active | AID 504558, 2011; in the data active = inhibition above about 41%;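 also: 0% = neutral control wells and 100% = reference inhibitor control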
# Peg3 prom inh = Peg3 promoter-driven luciferase inhibitors, primary screen, cell-based, HeLa, luciferase luminescence | HeLa PEG-Prom luciferase reporter, overnight | inhibition, % at 20 µM | 1.7% of 360,000 active | AID 588405, 2011;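 active = inhibition of at least 50% at 20 µM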
# NR2E3 ag-1 = NR2E3 agonists in two-hybrid cells, primary screen, cell-based, luminescence, CHO-S, Gal4-NCOR/VP16-NR2E3; luciferase; inhibition of corepressor binding, % at 3.98 µM; 0.35% of 360,000 active; AID 602229, 2012;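 active = inhibition above the mean of all tested compounds plus 3 SD, cut at about 70% in these data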;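 also: 0% = DMSO with NR2E3 transfected cells and 100% = cells lacking NR2E3 construct; higher means lower luciferase signal from less NR2E3 corepressor binding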
# Target sequence (Q9Y5X4 whole entry, looked up, the tested form may be a part): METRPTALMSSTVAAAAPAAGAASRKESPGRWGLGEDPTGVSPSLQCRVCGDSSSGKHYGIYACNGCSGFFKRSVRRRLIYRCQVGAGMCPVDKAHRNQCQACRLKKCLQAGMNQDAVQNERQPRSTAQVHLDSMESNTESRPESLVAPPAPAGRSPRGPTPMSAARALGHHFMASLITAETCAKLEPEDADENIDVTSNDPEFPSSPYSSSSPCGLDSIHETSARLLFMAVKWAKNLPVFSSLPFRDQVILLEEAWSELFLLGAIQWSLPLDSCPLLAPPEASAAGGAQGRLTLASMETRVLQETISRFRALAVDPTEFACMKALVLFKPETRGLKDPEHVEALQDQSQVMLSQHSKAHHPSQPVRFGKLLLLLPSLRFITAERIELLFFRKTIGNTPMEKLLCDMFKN
# NR2E3 ag-2 = inhibitors of NR2E3-RetCOR corepressor binding, primary screen, NR2E3 agonist project, biochemical, TR-FRET, GST-NR2E3, biotin-RetCOR; 0.12% of 320,000 active; inhibition of corepressor binding, % at 4.78 µM; Photoreceptor-specific nuclear receptor (Homo sapiens), Q9Y5X4; 1536-well; AID 2300, 2010;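 active = percent inhibition above the cutoff of mean plus 3 SD of all tested compounds, set per screening campaign, cut at about 20% in these data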;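 also: 0% = DMSO wells and 100% = biotin wells as full block of FRET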
#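 Material: NR2E3–RetCOR corepressor complex / Incubation: Compound–protein incubation for 5 h at 4 °C / Dosing: compound at 4.8 µM, single dose / Detection: time-resolved FRET / Benchmarks: high control biotin, low control 0.6% DMSO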
# C8 TRAIL sens = viability loss with TRAIL in NB7+C8 cells, primary screen, TRAIL sensitizer project, cell-based, ATPlite luminescence. 1% of 360,000 active. AID 624354, 2012. inhibition (viability loss, TRAIL sensitization), % at 10 µM;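 active = compounds causing at least 50% loss of cell viability in the single-dose screen, relative to plate controls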
# hiPSC survival = enhancers of single-cell hiPSC survival, primary screen, ATPlite luminescence; 100% = ROCK inhibitor wells, 0% = DMSO; survival enhancement, % at 20 µM; 0.044% of 360,000 active; AID 602274, 2012; in the data active = survival enhancement above about 18%;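 also: cells exposed to compounds for 16 hours before the ATP read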
# MITF TRPM1 inh = inhibitors of MITF-dependent TRPM1 promoter reporter, primary screen, cell-based, SK-MEL-5, single point, luciferase | SK-MEL-5 TRPM1 promoter luciferase, 24 h | inhibition, % at 12.5 µM | 0.83% of 330,000 active | AID 488899, 2010;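 active = mean inhibition across replicates of 60% or more, whatever share of single replicates reaches that level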; also: values of inactives mirror those of a sister screen read the other way
# The depositor's hits bear a star; nt = not tested or not shown.
canonical_smiles	HIF-2a block	KKLEB tox	Shn3 inh set2	CF NFkB inh	LMP1 NFkB inh	Peg3 prom inh	NR2E3 ag-1	NR2E3 ag-2	C8 TRAIL sens	hiPSC survival	MITF TRPM1 inh
CNC(=O)c1sc(N2N=C3/C(=C\c4ccccc4)CCCC3C2c2ccccc2)nc1C (configuration not stated)	28	2	33	-23	11	36	20	nt	15	1.6	10
COc1ccc(S(=O)(=O)N(CC(=O)N2CCN(C)CC2)c2ccccc2)cc1OC	15	0	-3	-6	1	4	-27	2	-7	-0.2	5
CCOC(=O)N(C)c1c(CC)nc2c(OCc3ccc(Cl)cc3)cccn12	-1	-4	6	-21	nt	17	7	nt	9	-1.4	nt
COc1ccc(C(C(=O)NCC2CCCO2)N(C(=O)CNC(=O)c2cccs2)c2ccc(C)cc2)cc1OC (configuration not stated)	15	-14	1	9	3	6	-12	0	0	0.3	-8
O=C(Cc1ccc(NC(=O)C2CCCN(C(=O)C3CCCC3)C2)cc1)Nc1cccc(C(=O)N2CCCCC2)c1 (configuration not stated)	1	-8	4	23	3	5	10	nt	-15	2.8	4
O=C(Oc1cccc2c(O)cccc12)c1ccco1	15	-8	-2	8	-7	-19	-28	nt	9	-0.5	-1
COc1ccc(CNC(=O)CN2C(=O)NC(c3ccccc3)(c3ccccc3)C2=O)cc1OC	20	15	23	-24	7	7	16	nt	6	2.0	13
Cc1ccc(C)c(CSc2nnc([C@@H]3CCCN3)o2)c1	9	-7	-3	3	-6	0	-17	3	3	-0.5	1
CCOCCn1c(CN(Cc2ccccc2)Cc2ccccc2)nc2c1c(=O)n(C)c(=O)n2C	12	-17	9	30	-1	36	-21	3	20	-3.7	5
O=C(CCn1cnc2ncccc2c1=O)N1CCN(c2cccc(Cl)c2)CC1	19	5	-15	-2	3	6	-26	-3	11	0.0	7
O=C(NCc1ccc(F)cc1)C(c1ccccc1)c1ccccc1	21	4	15	-12	2	12	-8	1	-10	-0.5	3
CCc1ccc(/C(C)=N/NC(=O)CNC(=O)/C=C/c2ccccc2OC)cc1	1	9	5	5	4	4	5	-1	1	-0.1	13
CN(c1ccccc1)S(=O)(=O)c1cccc(NC(=O)COC(=O)C2CCCCC2)c1	-6	-8	9	-5	1	7	0	1	13	-0.7	3
S=C(NCCN1CCCCC1)Nc1ccc(Br)cc1	-22	-8	-6	13	-22	-15	-5	1	-4	-0.8	-8
CN1CCN(c2nc3c(c(=O)[nH]c(=O)n3C)n2CCSc2nc3ccccc3s2)CC1	15	4	-3	-12	-2	6	-8	1	-2	4.1	0
O=C(Nc1ccccc1)c1ccsc1	-43	4	-13	-10	3	-27	-27	3	12	0.9	-16
CCNc1nc(NCC)nc(N(C)/N=C/c2ccco2)n1	16	-5	-14	-8	2	3	-1	-2	3	-0.6	-7
CC1CCN(Cc2c(C(=O)O)nnn2-c2nonc2N)CC1	10	-4	2	5	4	13	-8	-2	-1	1.7	-9
CC1(C)CC(=O)C=C(C(=O)N2CCCC(C(=O)c3cccc(Cl)c3)C2)O1 (configuration not stated)	1	6	-15	2	-3	-4	-18	6	-11	-0.6	-1
CC(C)[n+]1ccn(C2=C([O-])c3ccccc3C(=O)/C2=N\S(=O)(=O)c2ccccc2)c1	-17	-2	-9	-1	4	1	4	1	35	-0.2	55
C/C(=N\NC(=O)c1cccnc1)c1ccccc1	-32	11	-6	-4	-13	-43	-26	-1	14	-0.4	-15
O=C(c1ccccc1F)N1CCCc2ccccc21	-7	1	16	12	-8	18	-13	-1	8	-0.3	10
Cc1ccccc1S(=O)(=O)c1cc2ccccc2nc1N	20	-11	4	-19	2	14	4	1	9	2.4	9
CCCC(=O)Nc1ccc(NC(=O)C2CC2)cn1	-21	-4	-3	3	2	-30	-33	4	17	-0.8	-20
Cc1nn(-c2ccc(F)cc2)c(Cl)c1/C=C/C(=O)OCC(=O)Nc1c(F)c(F)c(F)c(F)c1F	16	-1	15	8	-7	6	2	-1	7	19	11
COc1ccc(OC)c(C2=NO[C@@H]3C(=O)N(c4cc(Cl)ccc4OC)C(=O)[C@H]23)c1	12	4	5	2	-4	3	-17	0	-8	-0.8	-2
O=C(Nc1nnc(C2CC2)s1)C1Cc2ccccc2CN1S(=O)(=O)c1cccs1 (configuration not stated)	-131	-26	13	12	-18	-129	-10	2	16	1.0	-25
O=C(CCNS(=O)(=O)c1ccc(Br)cc1)NC1CCN(Cc2ccccc2)CC1	5	-20	33	27	17	0	0	4	2	0.1	2
N#CC(c1ccc(Cl)cc1)c1ccc(Cl)nn1 (configuration not stated)	22	-12	7	5	-7	-4	-31	1	-5	-1.1	5
OCCN1CCN(c2cc(-c3ccc4ccccc4c3)nc3ccnn23)CC1	-53	-1	7	0	nt	-3	-37	nt	25	1.8	nt
COc1ccc(S(=O)(=O)N(C)C)cc1NC(=O)Cc1c[nH]c2ccccc12	1	-3	13	1	-7	7	8	2	-6	-1.1	9
CCOc1ccc2nc(SCCNS(=O)(=O)c3ccccc3)sc2c1	-28	0	23	19	7	-4	15	-2	7	2.5	10
CC1=C(C(=O)N(C)C)CC(CC(=O)NCCCN(C)C)C(=O)N1Cc1ccccc1 (configuration not stated)	15	4	-3	6	-2	18	-4	nt	9	0.8	nt
CCOC(=O)C1=C(C)N(C)C(C)=C(C(=O)OCC)C1c1cccnc1	10	5	9	0	-8	17	-3	6	3	-3.7	11
O=C(NNC(=S)Nc1ccc(Cl)c(Cl)c1)c1cccc([N+](=O)[O-])c1	-167	-14	-9	19	nt	-39	-16	-1	-7	0.7	nt
CCCSc1ccc([C@@H]2[C@H]3C(=O)N(CC)C(=O)[C@H]3[C@]3(C(=O)OC)CCCCN23)cc1	13	-14	41	11	3	30	-16	0	5	-1.3	6
COCCNC(=O)C(C)N(c1ccc(Oc2ccccc2)cc1)S(C)(=O)=O (configuration not stated)	6	10	16	-7	-2	5	-2	-2	-10	9.2	-10
COc1ccc(C2C=C(c3ccc(Br)cc3)Nc3nc(N4C(=O)CCC4=O)nn32)cc1 (configuration not stated)	16	-9	23	1	2	21	22	0	-3	0.5	-4
Cc1nn(CC(=O)O)c(C)c1C	15	7	-6	-11	-5	2	-29	1	-7	-1.8	12
CCOC(=O)c1sc(NC(=O)c2ccc(OC)cc2)nc1C	-75	18	-24	-16	-10	-72	-4	-2	9	0.0	-18
O=C(Nc1ccc(O)cc1)C1CC=CCC1 (configuration not stated)	17	14	14	0	-5	-7	-12	-2	-17	-1.0	-9
Cc1cc(C(=O)N2CCN(c3ncccn3)CC2)cs1	-95	-12	9	8	-4	-53	-37	0	6	5.2	-14
CC(=O)Nc1ccc(S(=O)(=O)N2CCn3cccc3C2C)cc1 (configuration not stated)	9	-4	-12	8	1	1	-7	3	-9	-0.3	34
Cc1sc(NC(=O)c2ccccc2)c(C(c2ccc(Cl)cc2)N2CCN(CCO)CC2)c1C (configuration not stated)	-27	-20	-1	26	2	18	7	-2	1	-2.6	3
CCC(NC(=O)c1ccc(C#CC2(O)CCCCC2)cc1)C(=O)O (configuration not stated)	3	3	10	-4	-1	16	15	-3	-5	0.3	3
COc1cc(/C=C/C(=O)Nc2ccc(S(=O)(=O)Nc3ncccn3)cc2)ccc1OCC#N	-3	-1	-36	-1	-4	2	-28	nt	-4	2.5	nt
COCc1nnc(SCC(=O)Nc2cccc(Cl)c2C)n1-c1ccccc1	18	-13	4	-15	3	10	-20	0	-16	1.1	1
CCOC(=O)c1cccc(NC(=O)c2ccc(N(C)C)cc2)c1	7	-5	-16	0	-11	-331	-122	-4	48	-3.6	-4
Cc1cccc(C)c1NC(=O)c1cc2c(=O)c3ccccc3oc2nc1C(F)(F)F	3	-15	-9	-5	7	27	7	-1	6	-2.1	8
O=C(O)c1cc2cc(OCc3ccccc3)ccc2[nH]1	-57	7	-12	0	-8	-86	-65	5	-11	1.3	14
CCC(NS(=O)(=O)c1ccc2c(c1)NC(=O)C(C)C(=O)N2)c1cccs1 (configuration not stated)	7	7	-1	0	-4	-4	2	2	-6	3.3	nt
O=C(CCN1C(=O)C2CCCCC2C1=O)N1CCN(S(=O)(=O)c2cccc(F)c2)CC1 (configuration not stated)	9	6	18	-6	5	11	-15	3	-6	-0.3	3
COC(=O)C1=C(C)N(Cc2ccccc2)C(=S)N[C@H]1c1cccc(C(F)(F)F)c1	-100	-23	25	22	-6	-29	-12	nt	9	-1.4	-53
CC(CC(=O)Nc1ccc(-c2ccno2)cc1)n1cccn1 (configuration not stated)	-7	6	3	-8	-4	-6	-7	1	14	1.0	1
Nc1nc2c(nc(SCc3ccccc3Br)n2[C@@H]2O[C@H](CO)[C@@H](O)[C@H]2O)c(=O)[nH]1	18	-4	-12	-6	9	11	11	nt	-5	0.8	1
C=CCn1nc(-c2ccccc2)c2c(C)onc2c1=O	11	-3	-14	23	-2	6	0	-2	-10	0.6	4
CC1CCN(c2nc3c(c(=O)n(C)c(=O)n3C)n2Cc2ccccc2)CC1	27	12	25	-4	-2	8	-8	2	17	1.3	-6
Cc1onc(-c2c(Cl)cccc2Cl)c1C(=O)NCCCN1CCOCC1	16	4	3	-3	-3	12	-11	0	2	-0.8	-9
Cc1ccc(C(=O)Nc2ccc(S(=O)(=O)N3CCc4ccccc43)cc2)o1	0	8	6	-2	-4	27	-11	6	6	-2.4	7
CCn1cc([N+](=O)[O-])c(C(=O)Nc2ccc3c(c2)OCCO3)n1	-128	-5	-13	16	-15	-115	-38	3	28	-1.2	-10
O=C(NCCc1ccccc1)C(=O)NCC1OCCN1S(=O)(=O)c1ccc2c(c1)OCCO2 (configuration not stated)	21	-10	7	23	2	18	-7	4	-5	0.4	6
C=CCSc1nnc(-c2cc3c(-c4ccccc4)nn(C)c3s2)n1C	13	-8	-24	-9	-1	2	-32	3	-11	0.0	2

# An excerpt; count on the stated rates, not on these rows.
